SENP8 block-1: human SENP8 protease inhibitors, primary screen, biochemical, fluorescence, Nedd8 protein substrate, uHTS; recombinant SENP8; inhibition, % at 20 µM; actives 0.64% (n = 360,000); AID 602440, 2012; in the data active = inhibition mostly above about 40%, no sharp cut-off; inactive = mostly below about 27%
Target sequence (Q96LD8 whole entry, looked up): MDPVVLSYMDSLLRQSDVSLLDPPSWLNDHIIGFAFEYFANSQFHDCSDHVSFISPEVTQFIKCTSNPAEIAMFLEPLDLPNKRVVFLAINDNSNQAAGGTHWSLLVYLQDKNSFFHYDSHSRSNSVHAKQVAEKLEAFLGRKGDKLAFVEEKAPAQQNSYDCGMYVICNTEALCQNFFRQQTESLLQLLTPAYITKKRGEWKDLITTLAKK
HKDC1 inhibitor: HKDC1 hexokinase inhibitors, primary screen, biochemical, fluorescence, uHTS; inhibition, % at 20 µM; actives 0.16% (n = 340,000); recombinant HKDC1, G6PDH/diaphorase resazurin coupled fluorescence; Q2TB90;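 active = inhibition above about 35% when tested at 20 µM, limit read from the data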;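 also: plate controls were DMSO wells with enzyme for no effect and DMSO wells lacking enzyme for full effect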
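Incubation: 90 min at room temperature in dark / Material: recombinant HKDC1 (HK5) hexokinase enzyme, produced in-house / Quantity: enzyme 5 µg/mL final / Compound: one dose of 20 µM, 1% DMSO / Reagent: glucose and ATP substrates / Buffer or medium: Tris pH 8.0 buffer with MgCl2, Tween-20, BSA, BME / Technique: resorufin fluorescence at 613 nm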
NLRP3 yeast inh: NALP3 inflammasome inhibitors in reconstituted yeast, primary screen, luminescence, uHTS; Yeast reconstituted NLRP3/ASC/caspase-1, beta-gal luminescence, 24 h; inhibition, % at 10 µM; actives 0.39% (n = 330,000); AID 2825, 2010;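 active = inhibition of 50% or more; inactive = inhibition below 50%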;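 also: plate controls were induced DMSO wells for no effect and uninduced yeast grown without galactose for full effect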
SENP6 block: SENP6 protease inhibitors, primary screen, biochemical, luminescence, uHTS; Recombinant SENP6 catalytic domain, aminoluciferin luminescence; actives 1.8% (n = 330,000); Sentrin-specific protease 6 (Homo sapiens), Q9GZR1; inhibition, % at 10 µM;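 active = inhibition above about 50% at the single tested dose, limit read from the data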;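 also: plate controls were DMSO wells with enzyme for no effect and DMSO wells lacking enzyme for full effect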
Target sequence (Q9GZR1 628-1112 limits assumed): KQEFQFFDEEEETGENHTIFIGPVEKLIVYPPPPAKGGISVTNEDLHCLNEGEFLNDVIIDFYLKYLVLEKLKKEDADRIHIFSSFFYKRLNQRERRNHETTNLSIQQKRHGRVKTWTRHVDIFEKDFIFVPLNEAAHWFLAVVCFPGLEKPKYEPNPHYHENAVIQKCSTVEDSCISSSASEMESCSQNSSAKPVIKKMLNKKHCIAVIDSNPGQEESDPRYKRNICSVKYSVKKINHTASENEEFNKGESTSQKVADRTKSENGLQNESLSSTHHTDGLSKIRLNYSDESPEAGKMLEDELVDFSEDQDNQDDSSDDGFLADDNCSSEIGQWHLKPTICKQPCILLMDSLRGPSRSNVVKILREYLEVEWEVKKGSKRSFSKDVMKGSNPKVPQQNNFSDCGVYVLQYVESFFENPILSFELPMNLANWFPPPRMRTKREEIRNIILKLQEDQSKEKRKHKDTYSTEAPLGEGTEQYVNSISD
Apaf1 inhib: inhibitors of human Apaf-1 apoptosome, primary screen, biochemical, DEVD-Rh110 fluorescence, uHTS | Apoptotic protease-activating factor 1 (Homo sapiens), O14727 | reconstituted apoptosome caspase-3 activity | inhibition, % at 20 µM | actives 0.71% (n = 330,000); active = inhibition of at least 40% at 20 µM;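 also: plate controls were DMSO wells for no effect and DEVD-CHO caspase inhibitor wells for full effect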
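Assay system: Apoptosome proteins | Medium: pH 7.5 Hepes buffer with CHAPS, BSA, DTT | Also added: Cytochrome c and DEVD-Rh110 substrate | Times: 30 min plus 50 min, RT | Detection: Rhodamine 110 fluorescence at Ex 480/Em 540 nm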
SENP1 FRET inh: human SENP1 catalytic domain inhibitors, primary screen, biochemical, FRET, uHTS. Sentrin-specific protease 1 (Homo sapiens), Q9P0U3. recombinant SENP1 catalytic domain, CyPet-SUMO1-YPet FRET cleavage. inhibition, % at 10 µM. actives 0.21% (n = 360,000). AID 624204, 2012;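 active = inhibition at least 30% at 10 µM, raw YFP signal under a set limit, fluorescence ratio 0.5 to 1.5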;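 also: 0% = enzyme with DMSO and 100% = no enzyme wells; some results filed as inactive read as strong as hits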
Target sequence (Q9P0U3 419-644 limits assumed): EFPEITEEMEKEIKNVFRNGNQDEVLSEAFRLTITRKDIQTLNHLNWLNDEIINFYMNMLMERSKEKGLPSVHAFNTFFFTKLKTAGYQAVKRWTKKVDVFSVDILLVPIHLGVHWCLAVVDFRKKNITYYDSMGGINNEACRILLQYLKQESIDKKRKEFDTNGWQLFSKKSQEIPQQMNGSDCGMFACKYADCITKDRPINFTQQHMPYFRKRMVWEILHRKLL
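Assay system – human recombinant His6-tagged SENP1 catalytic domain enzyme · Input – SENP1 enzyme, 20 pM final · Buffer or medium – Tris pH 8 buffer plus EDTA, NaCl, BME, BSA, NP40, catalase · Schedule – 50 min reaction at room temperature · Technique – FRET read of cyan and yellow fluorescence · Control set – no-enzyme wells low, DMSO-plus-enzyme wells high control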
SENP8 block-2: SENP8 protease inhibitors, primary screen, biochemical, luminescence; AID 2540, 2010; Sentrin-specific protease 8 (Homo sapiens), Q96LD8; purified SENP8, Z-RLRGG-aminoluciferin cleavage; inhibition, % at 10 µM; actives 1.2% (n = 330,000); in the data active = inhibition above about 50%
SENP7 inh: SENP7 protease inhibitors, primary screen, biochemical, luminescence, uHTS; actives 1.5% (n = 330,000); recombinant SENP7, Z-RLRGG-aminoluciferin luminescence, 40 min; inhibition, % at 5 µM; AID 434973, 2010; Sentrin-specific protease 7 (Homo sapiens), Q9BQF6;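 active = inhibition above about 50% at the single test dose, limit read from the data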;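 also: plate controls were DMSO with enzyme for no effect and no enzyme buffer wells for full effect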
PfGluPho inh: PfG6PD enzyme inhibitors, primary screen, biochemical, fluorescence intensity, uHTS. actives 0.78% (n = 350,000). PfGluPho enzyme, NADPH resazurin-diaphorase fluorescence. inhibition, % at 20 µM. AID 504690, 2011;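 active = inhibition reaching at least a set limit at 20 µM in the primary screen, cut at about 59% in these data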;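 also: 0% = DMSO wells with substrate and 100% = DMSO wells lacking glucose-6-phosphate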
* hit, by the source's call; . = not tested or not shown; & = joins results of further samples. Compounds were not picked by outcome, and some 4.1% of all compounds hit somewhere here.

Values run as follows: SENP7 inh	SENP8 block-1	NLRP3 yeast inh	SENP8 block-2	Apaf1 inhib	PfGluPho inh	SENP1 FRET inh	SENP6 block	HKDC1 inhibitor
> CN(C)C(=O)COC(=O)/C=C/c1cn(-c2ccccc2)nc1-c1cccs1
  -4	-443	2	7	1	-2	2	-18	1
> Cc1ccc(S(=O)(=O)/C(=C/Cl)NC(=O)c2ccccc2)cc1
  -4	16	11	0	9	5	2	-16	6
> COc1cc(CN2CCN(Cc3ccccc3C(F)(F)F)CC2)cc(OC)c1OC
  -2	13	-26	-5	11	2	2	-29	1
> O=C(O)c1nc(N2CCOCC2)nc(N2CCOCC2)n1
  7	-3	7	3	-13	-5	1	8	4
> CCOC(=O)c1c(C)[nH]c(C)c1C(=O)COC(=O)CNC(=O)C1CCCCC1
  0	12	13	-6	-5	9	0	-3	-14
> O=S(=O)(NCc1ccco1)c1ccc2c(c1)Cc1ccccc1-2
  -6	-62	8	-11	9	25	-97	4	-3
> COc1ccc(-c2csc(N3CCN(c4cc(C)nc5ccccc45)CC3)n2)cc1OC
  -10	18	8	3	2	28	0	-5	3
> Cc1nc2nc[nH]n2c(=O)c1NC(=O)CC12CC3CC(CC(C3)C1)C2
  4&-1	21&11	7&5	-2&-1	-3&-1	-5&-7	1&2	9&-4	-2&3
> CCc1ccc(-c2cc(C(=O)N/N=C/c3ccco3)[nH]n2)cc1
  -1	-2	23	-18	6	17	-1	-20	-8
> COc1ccc(C(=O)N/N=C/c2ccc(OC)c(CN3CCc4cc(OC)c(OC)cc4C3C)c2)cc1 (stereo not drawn)
  7	-28	2	0	0	-3	-6	10	-7
> O=C(Cn1c(CO)nc2ccccc21)NCc1ccc2c(c1)OCO2
  3	2	14	5	-25	-19	-1	-2	-3
> CCCN(CCC)CCCNC(=O)C1CCC(CNS(=O)(=O)c2cccc3nsnc23)CC1 (stereo not drawn)
  4	13	-5	-8	4	9	3	-15	-9
> CCOC(=O)[C@@H]1[C@H]2COc3ccccc3[C@H]2N2C(=O)N(c3ccc(C(F)(F)F)cc3)C(=O)[C@]12C
  -13	11	4	-16	5	21	1	-11	-1
> CCOC(=O)CNc1nc(Cl)nc(Nc2ccc(C)cc2)n1
  7	17	0	-3	-17	-5	1	9	5
> COc1cc(C2C3=C(CC(c4ccco4)CC3=O)Nc3ccccc3N2C(C)=O)cc(OC)c1OC (stereo not drawn)
  5	-179	7	5	2	0	3	-4	3
> CCOc1ccc(-n2c(Cc3cc(=O)[nH]c(=O)[nH]3)nnc2SCC(=O)Nc2nnc(C)s2)cc1
  5	9	-1	-4	-17	7	1	-23	0
> O=C(Nc1ccc(C(F)(F)F)cc1)C1CCN(c2cnccn2)CC1
  3	-310	13	-1	7	14	0	-4	-2
> COc1ccc(NC(=O)C2CCCN2C(=O)Oc2ccccc2)cc1 (stereo not drawn)
  1	21	14	6	9	-14	2	19	-7
> CC(C)(C)C1CCC(C(=O)Nc2ccc(N3CCOCC3)cc2N2CCOCC2)CC1 (stereo not drawn)
  7	19	23	-2	15	33	4	-16	0
> CC(=O)Nc1ccc(NC(=O)CC(c2ccccc2)c2ccccc2)cc1
  -5	8	-11	-4	6	11	2	1	-2
> Cc1ccc(Cl)cc1NS(=O)(=O)c1ccc2c(c1)NC(=O)C(C)C(=O)N2 (stereo not drawn)
  -1	4	-4	2	1	-8	1	11	6
> Cc1ccc(OCc2nnc(SCc3cc(=O)[nH]c4ccccc34)n2-c2ccccc2)cc1
  1	3	12	-9	16	2	3	-14	-3
> C=CCn1c(O)c(N=NC(=O)OCC)c2ccccc21
  5	13	2	1	0	-7	-1	-7	-7
> COc1ccc(S(=O)(=O)N2CCC(C(=O)NCc3cccnc3)CC2)cc1Cl
  1	12	5	2	9	-11	-2	-8	-7
> COc1ccc(-n2nc(C(=O)NCC(=O)NC3CCCCC3)c3ccccc3c2=O)cc1
  -9	-239	9	4	12	-7	3	-14	-4
> CC(=O)c1sc(NC(=O)CS(=O)(=O)c2ccc(F)cc2)nc1C
  11	-51	3	-8	36	-2	-10	-19	-4
> CCCN(CCC)S(=O)(=O)c1ccc(C(=O)Nc2ccc(S(=O)(=O)Nc3nnc(CC)s3)cc2)cc1
  9	8	16	2	14	-27	0	-2	6
> Cc1ccc([N+](=O)[O-])cc1S(=O)(=O)N1CCC(C)CC1
  -2	20	4	8	19	-7	0	-27	-10
> C=CCn1cc(C(=O)OC)c(=O)c2cc(S(=O)(=O)N3CCCCCC3)ccc21
  1	0	10	-4	1	-10	1	1	1
> CC(C)CCn1nnnc1C(c1ccc(F)cc1)N1CCN(C(=O)c2ccco2)CC1 (stereo not drawn)
  12	16	16	-8	4	-7	-3	-22	-1

The last 2 entries of the section above are carried over, then new ones follow:
Values run as follows: SENP7 inh	SENP8 block-1	NLRP3 yeast inh	SENP8 block-2	Apaf1 inhib	PfGluPho inh	SENP1 FRET inh	SENP6 block	HKDC1 inhibitor
> C=CCn1cc(C(=O)OC)c(=O)c2cc(S(=O)(=O)N3CCCCCC3)ccc21
  1	0	10	-4	1	-10	1	1	1
> CC(C)CCn1nnnc1C(c1ccc(F)cc1)N1CCN(C(=O)c2ccco2)CC1 (stereo not drawn)
  12	16	16	-8	4	-7	-3	-22	-1
> CN(C)CCNC(=S)NC1CCCCC1
  -8	6	24	-5	9	-5	-1	-4	-5
> O=C(CC(=O)Nc1nc(C23CC4CC(CC(C4)C2)C3)cs1)NCCO
  -2	18	17	-4	-6	14	0	-14	4
> Cc1nc2ccc(S(=O)(=O)NCC(=O)N3CCc4ccccc43)cc2s1
  0	20	-23	-6	0	6	-2	-32	-4
> COC(=O)CC1SC(=O)NC1=Nc1cccc(C)c1 (stereo not drawn)
  2	5	16	-3	7	6	2	-14	-6
> C/C(=N\NC(=O)c1cc(C)nc2ccccc12)c1ccncc1
  0	9	11	8	0	-1	1	-13	1
> CC(=O)Nc1nc(CC(=O)c2ccccc2)cs1
  -12	9	9	-6	3	-6	2	-17	-4
> C=CCS/C(=N\n1cnc2ccccc2c1=O)N1CCCCC1
  -12	4	13	4	-6	-14	1	0	1
> COc1cc(/C=C(\C#N)C(=O)NC2CCCCC2C)ccc1OS(=O)(=O)c1ccc(C)cc1 (stereo not drawn)
  1	1	19	5	4	10	2	5	18
> Cc1cc(C(=O)CSc2nnc(-c3cccs3)n2Cc2ccccc2)c(C)n1C
  -9	-16	8	-3	18	-9	0	-17	1
> CCOC(=O)C[C@H]1c2ccccc2S(=O)(=O)N1c1ccccc1
  -2	6	2	0	-2	17	2	-1	-3
> CC(OC(=O)c1cccc(-n2cnnn2)c1)C(=O)NC1(C#N)CCCCC1 (stereo not drawn)
  6	10	2	-2	-8	0	-1	11	-5
> CC(C)(C)C(=O)Nc1ccccc1C(=O)Nc1ccccn1
  -6	0	16	-8	-2	0	0	-3	-4
> Cc1ccc(C(=O)Oc2cc(C)n(C)c(=O)c2)cc1
  -19	12	11	-24	8	20	8	-13	-3
> O=C(NCC1CCCCN1)c1cc(OCC(F)(F)F)ccc1OCC(F)(F)F (stereo not drawn)
  10	4	16	-7	7	-7	0	-8	-5
> O=C(c1cc(COc2ccc(F)cc2Cl)on1)N(CCO)Cc1cccs1
  -3	20	15	-4	9	-3	2	5	5
> Cc1cccc(N(CC(=O)NCCc2ccccc2)C(=O)c2csnn2)c1
  -4	5	17	-12	0	4	0	5	-3
> Cc1ccc(-c2cc(C(=O)OCC(=O)N(C)C3CCS(=O)(=O)C3)c3ccccc3n2)o1 (stereo not drawn)
  11	-389	6	-3	0	25	-28	4	-3
> O=C1NC(=S)SC1=Cc1ccc(Cl)cc1
  .	21	.	.	.	-22	2	.	4
> CSc1nc2c(cnn2-c2ccc(C)c(C)c2)c(=O)[nH]1
  1	5	3	6	2	1	3	-6	-5
> O=C(CCCN1C(=O)c2ccccc2C1=O)N1CCN(c2ccccn2)CC1
  7	5	14	6	4	8	-1	-1	-2
> Cc1ccc(C(=O)NNC(=O)c2cc(OCC(F)(F)F)ccc2OCC(F)(F)F)cc1
  -4	16	10	5	20	-8	0	3	1
> COc1ccc(CCNS(=O)(=O)c2ccc([N+](=O)[O-])cc2)cc1OC
  -8	14	17	-6	-4	0	3	1	-6
> O=C(NCCc1ccccn1)c1c(-c2ccccc2)sc2ccccc12
  8	-3	20	6	15	9	-1	-7	-4
> COc1cc(C(=O)NNC2=CC(=O)CC(C)(C)C2)cc(OC)c1OC
  -4	-6	4	-7	-4	1	1	-7	-5
> O=C(c1ccc2c(c1)OCO2)C1CCCN(Cc2ccc3nsnc3c2)C1 (stereo not drawn)
  6	2	16	3	3	23	1	-27	1
> O=C(CN1C(=O)NC(Cc2ccccc2)C1=O)Nc1ccccc1OC(F)F (stereo not drawn)
  5	7	6	2	6	0	0	-26	4
> CC1=CC(c2ccccc2)n2nc(N3C(=O)c4ccccc4C3=O)nc2N1 (stereo not drawn)
  5	-13	-6	-4	-9	0	-5	-7	2
> Cc1c(-c2cccc(Cl)c2)nc2ccccc2c1C(=O)OC/C(O)=C(\C#N)c1nc2ccccc2[nH]1
  4	-405	-2	5	-15	-19	-31	1	0
> COc1ccccc1/C=C/C=N/NC(=O)c1ccc2nc[nH]c2c1
  -1	.	12	-7	1	.	.	-14	.
> CO/N=C/NC(=O)C1=NOC(CNc2ncc(C(F)(F)F)cc2Cl)C1 (stereo not drawn)
  -7	35	8	-15	16	-9	4	-31	-10
> COc1ccccc1CNC(=O)CCNS(=O)(=O)c1ccc2[nH]c(=O)oc2c1
  4	5	13	1	0	-2	1	9	-1
> Cc1cc2nc(-c3ccc(SCc4ccccn4)nc3)[nH]c2cc1C
  -3	-461	-2	-9	14	53	-9	-5	2
> CCCCn1c(N)c(N(CC)C(=O)c2cc(Br)ccc2Cl)c(=O)[nH]c1=O
  -5	-2	19	6	-17	-10	-2	-8	-13
> C/C(CC(=O)NCCCN1CCOCC1)=N\NC(=O)COc1cccc2ccccc12
  1	10	3	-7	-1	4	1	-18	-3
> CCOc1cccc(-c2nnc3sc(COc4ccc(Cl)cc4)nn23)c1
  -2	21	10	-3	6	-6	2	-8	2
> COc1cc(N2CCCC2)c(OC)cc1/C=C(/C#N)c1cccc(F)c1
  .	15	.	.	.	26	-26	.	7
